# Screening results from PubChem BioAssay.
# MCF10A rereplic: inducers of DNA re-replication in MCF 10A breast cells | MCF 10A DNA re-replication, Hoechst nuclear intensity, 48 h | Potency, µM (highest dose often 46.1 µM), for the others: top-dose activity, positive = re-replication, hits mostly activators | 350,000 tested, 2.9% active; further: potency means the concentration at half of the fitted maximal effect; % of control where 0% means no effect; nearly all actives have a fitted effect of over 50% in size
# ATXN2 expr inh: ATXN2 expression inhibition; HEK-293 ATXN2-luciferase reporter, luminescence, 24 h; Potency, µM (doses to about 57 µM), inactives show at the highest dose activity change, negative = inhibition, most hits filed as inhibitors; 360,000 tested, 0.72% active; further: potency means the concentration at half of the fitted maximal effect; on the % scale 0 is the no-effect control and ±100 the full control effect; nearly all actives have a fitted effect of over 55% in size
#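 qHTS (up to 57 uM final) was run with 24 h compound exposure of reporter cells at 37 °C. Each well was multiplexed: SteadyGlo luminescence measured ATXN2-luciferase expression after a fluorogenic Gly-Phe-AFC viability readout (25 uM final).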
# ATXN viability: viability counter-screen for ATXN expression inhibitors. S2 cells (HEK-293 line with an ATXN2-luciferase reporter) viability, CellTiter-Fluor protease fluorescence, 24 h. Potency, µM (doses to about 56.7 µM), usual class: cytotoxic. 400,000 tested, 0.49% active. AID 651635; further: potency means the concentration at half of the fitted maximal effect; nearly all actives have a fitted effect of over 40% in size
# IL1B secr inh: blocks inflammasome-driven IL-1 beta release; THP-1 LPS/ATP IL-1B secretion, AlphaLISA, 16 h; stronger effect = lower value; activity change, % at 57.5 µM; 360,000 tested, 4.7% active; AID 743279; in the data active means activity change below about -50%; inconclusive means mostly about -30% to -49%; further: on the % scale 0 is the no-effect control and ±100 the full control effect
#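 THP-1 cells pretreated 1 hr with compounds (up to 57.5 uM final), then stimulated with LPS (250 ng/mL final) plus ATP (1.25 mM final); secreted IL-1B measured by AlphaLISA after 16 hr, decreased signal indicating inhibition.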
# HT1080 IDH1KD tx: toxicity to HT-1080 IDH1 knockdown cells (counter line) | AID 686971 | Potency, µM (titrated, usually from 46.1 µM), for inactives: top-dose activity, negative = toxicity, hits mostly cytotoxic | HT-1080 IDH1 knockdown viability, ATP luminescence, 48 h | 360,000 tested, 2% active;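 further: potency means the concentration at half of the fitted maximal effect; 0% = DMSO wells and -100% = cell-free medium wells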
#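 In this qHTS, HT-1080 cells depleted of IDH1 are exposed for 48 h at 37 °C to compound titrations. Toxicity is scored from CellTiter-Glo luminescence, with DMSO as full viability and medium alone as none.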
# HepG2 viability: counter-screen for TGF-b inhibitors: cytotoxicity in HepG2 cells. HepG2 CAGA-GFP viability, ATP luminescence, 18 h. Potency, µM (titrated, usually from 46.1 µM), without a hit: at the highest dose activity change, negative = cytotoxicity, most hits filed as cytotoxic. 410,000 tested, 0.76% active. AID 588856; further: potency means the concentration at half of the fitted maximal effect; some results filed as inactive show a strong effect at the top dose
#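 HepG2 CAGA-GFP cells (1000/well, DMEM with 1% FBS) received compound, then TGF-beta at 500 pg/mL final, and were incubated 18 hours at 37 degrees C. Viability was read by CellTiter-Glo luminescence. Media-only wells were set as complete cell-killing and DMSO as no toxicity.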
# KB-3-1 cytotox: KB-3-1 parental cell cytotoxicity | KB-3-1 viability, CellTiter-Glo ATP luminescence, 72 h | Potency, µM (highest dose often 46.1 µM), for the others: top-dose activity change, negative = cytotoxic, actives largely listed as cytotoxic | 400,000 tested, 1.4% active | AID 1347075; further: potency means the concentration at half of the fitted maximal effect; on the % scale 0 is the no-effect control and ±100 the full control effect; nearly all actives have a fitted effect of over 60% in size
#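 Using CellTiter-Glo luminescence, growth of non-resistant KB-3-1 adenocarcinoma cells is assessed 72 h after pin-tool compound addition at 37 °C. Normalized responses across the concentration series yield fitted curves.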
# SW480 rerep: DNA re-replication induction in SW480 cells; SW480 DNA re-replication, Hoechst DNA content imaging, 48 h; Potency, µM (top dose mostly 46.1 µM), for the others: at the top dose re-replication activation, actives largely listed as activators; 340,000 tested, 1.8% active; AID 624297; further: potency means the concentration at half of the fitted maximal effect; % of control where 0% means no effect; nearly all actives have a fitted effect of over 55% in size
#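 Image-based DNA-content assay: after two days of treatment, nuclei were labelled with the DNA dye Hoechst and imaged, and hits were compounds raising the count of nuclei showing high fluorescence intensity.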
# HT1080-NT tox: kills 2HG-producing HT-1080-NT fibrosarcoma cells; HT-1080-NT fibrosarcoma viability, CellTiter-Glo ATP luminescence, 48 h; Potency, µM (doses to about 46.1 µM), inactives show top-dose activity, negative = less viability, usual class: cytotoxic; 360,000 tested, 1.6% active; AID 686970;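 further: NT is the 2HG producing partner of a matched IDH1 knockdown line; potency means the concentration at half of the fitted maximal effect; 0% = DMSO-treated cells and -100% = media-only wells without cells; nearly all actives have a fitted effect of over 55% in size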
#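 HT-1080-NT; 750 cells/well; 5% FBS RPMI; 48 h compound, 37 degrees C; CellTiter-Glo luminescence; curve fitting and curve-class assignment.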
# The depositor's hits bear a star; i = inactive; ? = inconclusive; · = not tested or not shown; & = joins results of further samples; [ ] = another dose, or the depositor's remark. Unless noted, the call rests on the fitted dose curve; in most records, active means well fitted curve in the direction sought with a large enough effect; inconclusive means small, poorly fitted or top-dose-only effect, or another doubt; inactive means no such curve, though single readings can be large; an effect the other way counts as inactive or inconclusive.
SMILES,MCF10A rereplic,ATXN2 expr inh,ATXN viability,IL1B secr inh,HT1080 IDH1KD tx,HepG2 viability,KB-3-1 cytotox,SW480 rerep,HT1080-NT tox
COc1ccc(NC(=O)CSc2nccn2Cc2ccc(F)cc2)cc1,-5%,6%,i,22,-3%,6%,3%,-9%,-1%
Cc1c(Cl)cccc1NC(=O)c1ccccc1-c1ccccc1C(=O)O,10%,4%,i,31,-7%,7%,15%,-1%,9%
COC(=O)Oc1ccc(/C=N/NS(=O)(=O)c2ccccc2)cc1OC,0%,-5%,i,38,-6%,7%,-14%,5%,6%
CN(CCCC(=O)O)S(=O)(=O)c1ccc2c(c1)C(=O)c1cc(S(=O)(=O)N(C)CCCC(=O)O)ccc1-2,-3%,4%,i,2,6%,-2%,14%,?,4%
CC(C)(C)OC(=O)N1CCC[C@H]1C(=O)Nc1ccc(S(=O)(=O)C(F)F)cc1,-7%,·,i,23,0%,-18%,-13%,-2%,1%
COCCn1c(=O)[nH]c2cc(C(=O)Nc3cccc(F)c3)ccc2c1=O,0%,·,i,11,6%,-1%,12%,-11%,-3%
CCCCn1c(N)c(N(CC(C)C)C(=O)c2cccs2)c(=O)[nH]c1=O,-1%,-9%,i,7,-7%,-4%,-3%,-3%,-4%
CCOc1ccc(CCNC(=O)COC(=O)CNC(=O)c2ccc(Br)o2)cc1OCC,-22%,19%,i,18,6%,1%,11%,-28%,8%
COC(=O)c1ccc(OC(=O)C2CSC3(C)CCC(=O)N23)cc1 (configuration not stated),9%,1%,i,-12,-2%,-1%,3%,-6%,-4%
COCCCn1c(C(=O)NCCC2=CCCCC2)cc2c(=O)n3cccc(C)c3nc21,14%,1%,i,0,15%,16%,2%,-5%,4%
Cn1c(=O)n(-c2ccc(Cl)cc2)c(=O)c2c3c(sc21)COC(C)(C)C3,73%[0.0737 µM],-2%,i,-1,0%,7%,14%,11%,-10%
COc1ccc(-n2cc(CNCCc3ncc(C)[nH]3)c(-c3ccccc3Cl)n2)cc1,7%,-18%,?,-9,-2%,-17%,-1%,17%,-18%
COc1cc2oc3ccccc3c(=O)c2cc1OC,-2%,6%,i,-51*,0%,-28%,?,-13%,-24%
CC(C)c1ccc(NC(=O)CCNS(=O)(=O)c2cccc3nsnc23)cc1,2%,11%&2%,i,25,-21%,4%&-16%,-8%&-1%,-3%,0%
COc1ccc([C@H]2/C=C\CN(C(=O)CC(C)(C)C)[C@@H](C)C(=O)N2Cc2ccc(F)cc2)cc1,-18%,?,·,-10,-7%,-24%,1%,11%[9.22 µM],-11%
O=C(c1ccco1)N1CCN(C(c2ccccc2F)c2nnnn2CC2CCCO2)CC1 (configuration not stated),8%,-4%,i,-11,-2%,26%,0%,-1%,-6%
CC(C)(C)c1ccc(OCCn2cc(C(=O)c3ccco3)c3ccccc32)cc1,·,-3%,?,·,·,-17%,-14%,·,·
CN1CCN(c2nnc(-c3ccc(F)cc3)c3ccccc23)CC1,6%,-24%,?,-30,-14%,-10%,4%,-8%,0%
Cc1ccc(C)c(Cn2nnc3c(=O)[nH]c(C(=O)NCc4ccco4)nc32)c1,37%,-6%,i,32,-21%,0%,1%,19%,14%
O=C(NCCc1cccc(Cl)c1)c1ccc(Cl)c([N+](=O)[O-])c1,22%,-5%,i,-98*,-12%,-2%,5%,-1%,?
Cc1cc(C)cc(N(C(C)C(=O)NC2CCCC2)S(C)(=O)=O)c1 (configuration not stated),-3%,1%,i,-2,1%,-6%,1%,0%,5%
CCC(CC)c1nnc(NC(=O)COc2ccc3c(c2)OCO3)s1,?,-19%,i,-13,?,1%,0%,?,-26%
O=C(Nn1c(SCc2ccc(F)cc2)nc2ccsc2c1=O)c1ccccc1,?,8%,i,-18,-2%,-2%,5%,-3%,-2%
COn1c(=O)c(=O)n(O)c2ccccc21,2%,-11%,i,1,4%,-1%,3%,-11%,5%
C[C@@H]1C(c2cccc(Cl)c2)=NN(c2ccc(Br)cc2)[C@H]1C(=O)N1CCOC1=O,?,-17%,·,-51*,?,-30%,0%,3.3µM*,?

# Four entries from above in a different format:
Compound	MCF10A rereplic	ATXN2 expr inh	ATXN viability	IL1B secr inh	HT1080 IDH1KD tx	HepG2 viability	KB-3-1 cytotox	SW480 rerep	HT1080-NT tox
COC(=O)c1ccc(OC(=O)C2CSC3(C)CCC(=O)N23)cc1 (configuration not stated)	9%	1%	i	-12	-2%	-1%	3%	-6%	-4%
COCCCn1c(C(=O)NCCC2=CCCCC2)cc2c(=O)n3cccc(C)c3nc21	14%	1%	i	0	15%	16%	2%	-5%	4%
Cn1c(=O)n(-c2ccc(Cl)cc2)c(=O)c2c3c(sc21)COC(C)(C)C3	73%[0.0737 µM]	-2%	i	-1	0%	7%	14%	11%	-10%
COc1ccc(-n2cc(CNCCc3ncc(C)[nH]3)c(-c3ccccc3Cl)n2)cc1	7%	-18%	?	-9	-2%	-17%	-1%	17%	-18%

# (listing goes on)
SMILES,MCF10A rereplic,ATXN2 expr inh,ATXN viability,IL1B secr inh,HT1080 IDH1KD tx,HepG2 viability,KB-3-1 cytotox,SW480 rerep,HT1080-NT tox
CC(C)c1cc(=O)[nH]c(SCC(=O)NC2CCCC2)n1,0%,6%,i,13,9%,2%,-6%,14%,0%
COC(=O)C1CCN(C(=O)NC(C)(C)C)CC1,-1%,5%,i,-4,9%,16%,18%,-2%,-1%
CC1CCN(C(=O)COC(=O)Cn2cnc3c2c(=O)n(C)c(=O)n3C)CC1,-11%,6%,i,15,1%,-64%,2%,-3%,17%
FCCCOc1ccc(-c2ccnc3ncnn23)cc1,-1%,20%,i,3,12%,-5%,2%,-3%,15%
CCN(C(=O)C(=O)Nc1ccc2nc3n(c(=O)c2c1)CCCCC3)c1ccc(F)cc1,·,4%,?,·,·,-37%,4%,·,·
CSc1ncccc1C(=O)N(C)CC(=O)Nc1ccc(Cl)cc1,2%,-20%,i,-7,-5%,6%,-14%,12%,1%
Cc1ccn2c(=O)nc(SCC(=O)c3ccccc3)nc2c1,1%,30%,i,-11,2%,-8%,8%,-6%,0%
CC(C)NC(=O)[C@H](CSCc1ccccc1)N1Cc2ccccc2C1=O,6%,?,i,-5,2%,-3%,?,-2%,3%
CC(C)CCN(C(=O)c1ccncc1)c1c(N)n(Cc2ccccc2)c(=O)[nH]c1=O,-1%,3%,i,10,5%,-13%,8%,7%,6%
C[C@@H]1CN([C@@H](C)CO)S(=O)(=O)c2ccc(Br)cc2O[C@@H]1CN(C)Cc1ccccn1,·,1%,i,-8,24%,-14%,28%,·,2%
COCC(C)N=C1NN=C(c2cccs2)C(CC(=O)O)S1 (configuration not stated),15%,·,i,36,-4%,-1%,?,4%,-11%
CCCc1cc(N2CCCC(C(=O)NCC)C2)n2ncnc2n1 (configuration not stated),2%,1%,i,32,-5%,-6%,-17%,-9%,2%
CCN(Cc1ccccc1)C(c1ccc(C)cc1)c1nnnn1C(C)(C)CC (configuration not stated),?,?,i,-8,?,-31%,?,23%,-25%
CCCCN1CCNC[C@@H]1Cc1ccccc1,8%,0%,i,16,5%,7%,10%,0%,0%
COC(=O)C1=CN(Cc2ccc(OC)c(OC)c2)C=C(C(=O)OC)C1c1cccs1,?,2%,·,18,-3%,-1%,0%,11%,-7%
Cn1c(=O)n(C)c2cc(/C=C(/C#N)C(=O)NCc3ccco3)ccc21,8%,-3%,i,27,-7%,-32%,-1%,-3%,-23%
O=C(Nc1ccnn1C1CCN(C(=O)c2ccc(C(F)(F)F)cc2)CC1)C1CC1,-2%,8%,i,8,7%,1%,8%,?,-4%
COc1ccccc1OCCNC(=O)c1cccs1,-13%,37%,i,-3,-1%,-29%,6%,-1%,3%
C1CN(c2nc3nonc3nc2N2CCSCC2)CCO1,1%,3%,i,1,9%,-7%,-1%,-6%,6%
O=C1CC(NC23CC4CC(CC(C4)C2)C3)C(=O)N1c1ccc2c(c1)OCO2 (configuration not stated),17%,7%,i,4,3%,-2%,-5%,2%,1%
N/C(=N\OC(=O)CCCN1C(=O)c2ccccc2C1=O)c1ccc(Br)cc1,-5%,4%,i,25,1%,-7%,-4%,-4%,-1%
C=CCn1c(SCC(=O)N2CCOCC2)nc(O)cc1=O,-5%,1%,i,-10,4%,-2%,15%,-4%,11%
COc1cc(CCCN2C(=S)NC[C@H]2Cc2ccc(O)cc2)cc(OC)c1OC,-12%,2%,i,2,0%,-6%,-3%,-2%,9%
O=C(c1cccc(NS(=O)(=O)c2cccc(C(F)(F)F)c2)c1)N1CCOCC1,-2%,9%,i,-2,-8%,-8%,·,5%,-5%
COc1ccc(NC(=O)CC(Cc2ccccc2)C(=O)O)cc1 (configuration not stated),-183%[0.0737 µM],-4%,i,12,6%,-6%,8%,-2%,-10%

# Additional entries.
SMILES,MCF10A rereplic,ATXN2 expr inh,ATXN viability,IL1B secr inh,HT1080 IDH1KD tx,HepG2 viability,KB-3-1 cytotox,SW480 rerep,HT1080-NT tox
Cc1nc(C)c(C(=O)Nc2cccc(C)c2C)o1,2%,-7%,i,4,-3%,-13%,-16%,-5%,1%
COc1ccc(N2CC(C(=O)N[C@@H](C)C(=O)NC3CCCC3)CC2=O)cc1 (some centres not stated),3%,-3%,i,-1,-8%,-27%,10%,?,0%
O=C(CCC1CCCN(C(=O)c2cccc(F)c2)C1)N1CCN(c2ccccn2)CC1 (configuration not stated),16%,7%,i,0,1%,-14%,-14%,-1%,1%
COc1ccc(N(CC(=O)NC2CCCC2)C(=O)c2ccc(C)s2)c(OC)c1,9%,0%,i,-1,3%,2%,-22%,-1%,4%
COc1ccccc1CNC(=O)CSc1nc2c(oc3ccccc32)c(=O)n1CC1CCCO1 (configuration not stated),2%,-28%,?,23,9%,-4%,-13%,-8%,9%
O=C(CCC(=O)N1CCSc2ccccc21)NCc1ccc(Cl)cc1,0%,12%,i,-18,7%,-7%,18%,-14%,11%
O=C(NCC1CCCO1)c1ccc(Cl)c(NS(=O)(=O)c2ccc(F)cc2)c1 (configuration not stated),·,·,i,16,0%,15%,4%,·,0%
